OPRM1-OPRD1 ag: agonists of OPRM1-OPRD1 heterodimerization, primary screen, cell-based, luminescence; 340,000 tested, 0.3% active; activation, % at 9.3 µM; Mu-type opioid receptor (Homo sapiens) + Delta-type opioid receptor (Homo sapiens), …; cells; AID 504326, 2011; in the data active means activation above about 18%;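 further: 0% = vehicle-treated cells and 100% = reference agonist; values of inactives mirror those of a sister screen read the other way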
Target sequence (P35372 whole entry, looked up): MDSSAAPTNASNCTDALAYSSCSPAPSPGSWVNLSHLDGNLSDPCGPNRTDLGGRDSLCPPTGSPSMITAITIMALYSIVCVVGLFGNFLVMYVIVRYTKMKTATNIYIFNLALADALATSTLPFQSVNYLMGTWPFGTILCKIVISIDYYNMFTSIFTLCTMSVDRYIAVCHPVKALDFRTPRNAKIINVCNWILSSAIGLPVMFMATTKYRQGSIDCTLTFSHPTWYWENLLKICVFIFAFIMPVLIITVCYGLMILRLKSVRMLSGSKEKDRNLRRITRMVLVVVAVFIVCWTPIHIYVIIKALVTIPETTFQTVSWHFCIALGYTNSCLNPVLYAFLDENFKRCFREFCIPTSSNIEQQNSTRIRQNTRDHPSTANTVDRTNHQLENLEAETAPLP
Target sequence (P41143 whole entry, looked up): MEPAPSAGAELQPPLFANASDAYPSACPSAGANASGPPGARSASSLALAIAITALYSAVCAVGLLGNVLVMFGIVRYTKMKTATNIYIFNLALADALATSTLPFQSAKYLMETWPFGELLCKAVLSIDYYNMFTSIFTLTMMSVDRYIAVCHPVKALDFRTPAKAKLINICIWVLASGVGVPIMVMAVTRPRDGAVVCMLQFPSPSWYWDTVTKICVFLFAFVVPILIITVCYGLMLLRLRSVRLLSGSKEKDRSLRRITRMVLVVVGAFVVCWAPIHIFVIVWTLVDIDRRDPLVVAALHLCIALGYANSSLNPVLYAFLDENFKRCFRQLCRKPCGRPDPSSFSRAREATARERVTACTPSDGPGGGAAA
Pemphigus Ab inh: inhibitors of pemphigus antibody binding to DSG3, primary screen, biochemical, bead-based, flow cytometry, scFv-GFP; Desmoglein-3 (Homo sapiens), P32926; DSG3-coupled beads, scFv-anti-DSG3-GFP binding; hits give low values; binding (percent of control), % at 10 µM; 310,000 tested, 0.48% active; AID 588358, 2011;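 active means binding more than 3 SD below its plate's average and above zero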;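 further: hits lower antibody fragment binding to DSG3; some compounds called inactive have numbers as strong as hits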
PKA-R1A activ: activators of PKA-R1A holoenzyme, primary screen, biochemical, fluorescence polarization, Cy5-IP20, bovine R1A, mouse PKAc | cAMP-dependent protein kinase type I-alpha regulatory subunit (Bos taurus) + … | PKA-R1A dissociation; scaled: DMSO 0%, 113 µM cGMP 100% | activation, % at 11.4 µM | 340,000 tested, 0.083% active;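 active means percent activation above the mean of all tested compounds plus 3 SD, cut at about 19% in these data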;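 further: higher means more PKAc released from R1A so a rise in polarization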
E coli growth: E. coli V3065 growth inhibition, primary screen, counter-screen for AddAB inhibitor project, absorbance, OD600; 330,000 tested, 0.27% active; inhibition, % at 11.9 µM; AID 449728, 2010; 18 h;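 active means inhibition above the campaign's mean inhibition across all tested compounds plus 3 SD, cut at about 9.9% in these data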;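 further: uninfected addAB+ strain grown without phage in ampicillin broth; 0% = DMSO wells and 100% = ciprofloxacin 0.95 µg/ml wells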
HTR5A ag ctr: HTR5A agonists in luminescence cell assay, primary screen, counter-screen for OPRM1-OPRD1 heterodimer agonist project, full-deck HTS; 5-hydroxytryptamine receptor 5A (Homo sapiens), P47898; cell-based; activation, % at 9.3 µM; 340,000 tested, 0.61% active; in the data active means activation mostly above about 9.5%, no sharp cut-off; inactive means mostly below about 7.6%;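 further: 0% = cells with vehicle only and 100% = reference agonist; strong numbers were not always called active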
MOR-DOR inv ag: inverse agonists of MOR-DOR heterodimerization, primary screen, cell-based, luminescence; Mu-type opioid receptor (Homo sapiens) + Delta-type opioid receptor (Homo sapiens), …; cell-based MOR-DOR heterodimer luminescence, inverse agonism; inhibition, % at 9.3 µM; 340,000 tested, 0.21% active; in the data active means inhibition above about 22%, passing the limit was not always enough;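 further: 0% = cells with DMSO and 100% = wells without cells with DMSO; values of inactives mirror those of a sister screen read the other way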
HTR5A inv ctr: HTR5A inverse agonists in luminescence cell assay, primary screen, counter-screen for OPRM1-OPRD1 heterodimer inverse agonist project, full-deck HTS. 5-hydroxytryptamine receptor 5A (Homo sapiens), P47898. HTR5A cell line, inverse agonism. inhibition, % at 9.3 µM. 340,000 tested, 0.083% active. AID 504634, 2011; in the data active means inhibition mostly above about 23%, no sharp cut-off; inactive means mostly below about 18%;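 further: 0% = cells with DMSO and 100% = no-cell wells with DMSO; some compounds called inactive have numbers as strong as hits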
SUMO Mot1 rescue: yeast Mot1-301 growth rescue at high temperature, primary screen, SUMOylation pathway inhibitor project, S. cerevisiae, ATP luminescence, 38.5C | S. cerevisiae Mot1-301 growth rescue; percent above DMSO median, 100 means doubled | growth rescue, % at 18.8 µM | 320,000 tested, 1% active | AID 2716, 2010;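 active means every valid replicate shows activation above 250% relative to neutral control wells; inactive means the rest, any valid replicate at or below 250%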;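 further: OY570 slx delta 5 strain wells were the positive control but not used for scaling; some compounds called inactive have numbers as strong as hits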
phage Ecoli inh: growth loss of phage-infected E. coli, primary screen, RecBCD inhibitor project, absorbance, with phage, HTS | inhibition, % at 11.9 µM | 360,000 tested, 0.26% active | AID 651602, 2012; in the data active means inhibition above about 11%
PfHsp90 yeast 2: growth inhibition of PfHsp90-expressing yeast, primary screen, antimalarial PfHsp90 inhibitor project, S. cerevisiae, BacTiter-Glo luminescence, single point, set 2; BacTiter-Glo ATP, 48 h; yeast lacking PDR1 and PDR3 efflux regulators; inhibition, % at 9.4 µM; AID 504621, 2011; 310,000 tested, 0.32% active;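 active means every replicate shows inhibition above about 80%, whatever the replicate mean, limit read from the data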;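 further: 0% = DMSO neutral controls and 100% = 20 µM radicicol positive controls; yeast relying on Plasmodium falciparum Hsp90 in place of its own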
AddAB inh: growth inhibition of E. coli expressing H. pylori AddAB, primary screen, AddAB inhibitor project, absorbance; inhibition, % at 11.9 µM; 330,000 tested, 0.29% active; AID 435030, 2010; in the data active means inhibition above about 12%;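 further: 0% = vehicle wells of infected cells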
* = called active by the depositor; . = not tested or not shown. An unsorted share of the library; overall some 3.2% were active at least once.

SMILES	HTR5A ag ctr	PfHsp90 yeast 2	AddAB inh	Pemphigus Ab inh	SUMO Mot1 rescue	HTR5A inv ctr	OPRM1-OPRD1 ag	E coli growth	PKA-R1A activ	phage Ecoli inh	MOR-DOR inv ag
COc1ccc(Cl)cc1C(=O)NCC(C)C	2	12	0.2	.	-6	16	-2.3	-1.3	-14	0.6	12
CC1(C)Cc2c(sc3nc4n(-c5ccccc5)cnn4c(=O)c23)CO1	-1	-7	-1.2	.	8	1	-2.4	0.5	-9	2.9	12
C#CCSc1nnc(CSc2nc3ccccc3s2)n1-c1ccccc1	2	-8	-2.2	101	-7	-6	-1.3	-1.4	-7	1.6	6
COc1cc2c(cc1OC)C(=O)N1[C@H]3c4cc(C)ccc4OC[C@@H]3[C@H](c3ccccc3)[C@]1(C)C(=O)N2	2	-14	3.2	101	175	-2	-0.1	6.3	-18	0.5	1
Cc1ccnc(NC(=O)c2cc(F)c(F)cc2Cl)n1	6	-18	3.2	90	29	-17	-1.6	1.3	3	1.3	10
CCCCCc1cc(=O)oc2c(C(CCN3CCCCC3)c3ccc4c(c3)OCO4)c(OC)cc(OC)c12 (configuration not stated)	-6	-1	3.0	110	67	-17	-0.3	-0.7	3	1.8	1
O=C(CSc1ncn[nH]1)c1cccc([N+](=O)[O-])c1	5	6	-1.2	89	-3	-13	0.9	-2.0	-2	3.4	-7
Cc1ccc(CNC(=O)c2cc(C3CC3)nc3c2cnn3C(C)C)cc1	1	.	2.8	103	-5	4	2.3	2.5	0	1.6	-9
Cc1ccccc1-c1noc(CNC(=O)COc2ccccc2)n1	4	-20	-0.6	105	1	7	-0.9	-2.7	-22	-1.4	5
Cc1cccc(NC(=O)Cn2nnc(C(=O)NCc3ccco3)c2N)c1	-6	17	0.8	97	4	15	-3.5	-0.1	-4	2.2	18
CS(=O)(=O)N(Cc1ccc(Cl)cc1)c1ccc(C(=O)Nc2cccnc2)cc1	1	.	3.2	99	-14	-8	-0.2	1.0	10	3.3	1
Cc1cccc(N2CCN(C(=O)c3ccc(S(=O)(=O)N(C)c4ccccc4)cc3)CC2)c1C	2	.	0.1	98	28	-6	2.9	-0.7	-5	2.8	-14
N#CCCN(C(=O)COC(=O)c1ccc2c(c1)NC(=O)CS2)c1ccc2c(c1)OCCO2	0	15	4.4	83	57	0	4.2	1.2	6	1.1	-22
COc1cc(C)c(CN2CCN(c3ncccn3)CC2)cc1C	.	.	2.1	105	-6	.	.	-0.2	.	3.3	.
Cn1ncc(Br)c1C(=O)NC1C2CC3CC(C2)CC1C3 (configuration not stated)	6	3	2.4	108	-2	-4	3.3	-1.3	2	1.9	-17
COc1ccc(C(OC(=O)c2ccco2)C(=O)NC(C)(C)C)cc1OC (configuration not stated)	-2	7	.	104	.	16	-2.5	.	-2	1.8	14
O=C(NC1CC1)c1ccc2c3c(cccc13)CC2	0	-7	1.7	89	-13	0	-2.9	-1.7	-8	0.9	15
O=C1N[C@@H](Cc2ccccc2)C(=O)N2[C@H]1C[C@]1(Br)c3ccccc3N(S(=O)(=O)c3ccccc3)[C@H]21	-5	1	1.1	104	-6	12	0.0	0.6	-10	-0.4	0
CCCCNC(=O)CS(=O)Cc1nc(-c2cccc(C)c2)oc1C (configuration not stated)	-1	-12	-0.7	99	-11	9	-0.8	-3.2	-6	-0.9	5
Cc1ccc(S(=O)(=O)Nc2cccc(C(=O)NCCCN3CCOCC3)c2)cc1F	5	-3	4.9	107	-14	-13	2.4	2.1	-4	3.0	-16
COc1ccc(-c2noc(CN(Cc3nccn3C)C(C)C)n2)cc1	-2	-14	0.1	96	1	-5	-0.6	-0.8	-9	0.3	3
CCCC(C)NC(=O)CSc1nc(-c2ccccc2)cn1N (configuration not stated)	-1	0	1.4	111	7	2	-0.1	0.1	4	2.9	0
CCN1CCN(CCCNC(=O)CCC(=O)N2CCOc3ccc(Cl)cc32)CC1	-3	-15	-2.9	90	-3	2	0.3	4.0	3	3.8	-2
COc1ccc(CC2(CO)COc3ccccc3C2=O)cc1 (configuration not stated)	-3	-14	0.4	111	-8	-13	-2.9	-4.3	-13	4.3	15
Cc1cc(Cl)ccc1NC(=O)CSc1n[nH]c(N)n1	2	-6	-0.1	101	4	-5	-3.4	-1.4	2	3.3	13
CC(=O)Nc1ccc(S(=O)(=O)N2CCN(c3nc(C)cc(C)n3)CC2)cc1	-2	-8	0.2	133	-7	5	-3.1	0.1	-11	0.4	15
Cc1c(NC(=S)NCc2ccc(F)cc2)cccc1[N+](=O)[O-]	-1	28	0.8	102	-4	3	-1.2	1.0	7	6.3	7
Cc1ccc2sc(C)[n+](CCCS(=O)(=O)[O-])c2c1	7	-4	-2.7	83	-17	0	-4.7	0.0	3	2.1	24
Nc1cc(=O)[nH]c(SCC(=O)NCC2CCCO2)n1 (configuration not stated)	3	.	-0.6	103	4	-25	-1.9	-1.4	-7	1.2	10
CCN(c1ccccc1)S(=O)(=O)c1ccc(Oc2ccc([N+](=O)[O-])cc2)nc1	-3	1	1.2	98	-15	-10	-0.8	1.8	5	2.9	5
COc1ccc(C2SCC(=O)N2c2c(C)n(C)n(-c3ccccc3)c2=O)c(OC)c1 (configuration not stated)	-3	4	2.1	.	-5	8	-2.1	-2.0	-7	1.4	13
Nc1nonc1-n1nnc(C(=O)N/N=C/c2cccc(Cl)c2)c1CN1CCCC1	8	3	5.3	.	-16	-21	0.2	-2.0	0	2.1	-1
Cc1ccc2[nH]c(-c3ccccc3)c(CN3CCN(C)CC3)c(=O)c2c1	2	10	1.9	95	35	-5	5.5	1.6	-9	-0.1	-31
c1ccc(N2CCN(c3cnccn3)CC2)nc1	-1	-3	0.5	100	-31	6	-1.2	-1.2	-20	3.8	7
C=CCn1c(SCCC#N)nnc1-c1ccncc1	-3	-22	2.6	.	-7	7	-2.6	0.0	-14	3.8	13
O=C(N/N=C/c1cc([N+](=O)[O-])cc([N+](=O)[O-])c1O)C(O)(c1ccccc1)c1ccccc1	4	-6	1.8	96	47	-10	-3.7	-0.2	-8	3.7	16
Cc1noc(C)c1S(=O)(=O)N1CCC(C(=O)NCCCN2CC(C)CC(C)C2)CC1 (configuration not stated)	2	12	1.1	108	68	-4	0.1	-1.9	-7	2.7	0
C[C@@H]1CN([C@@H](C)CO)C(=O)c2cc(NS(=O)(=O)c3cccs3)ccc2O[C@H]1CN(C)Cc1ccc(C(F)(F)F)cc1	14	-20	1.8	104	13	-41	0.5	1.1	-3	-1.9	-3
Nc1c(C(=O)N2CCOCC2)sc2nc3c(cc12)CCC3	2	2	2.5	104	29	-3	-1.6	1.6	-2	3.2	8
Cc1ccc([N+](=O)[O-])cc1NC(=O)C(C)NS(=O)(=O)c1ccc(F)cc1 (configuration not stated)	-6	16	-0.8	93	-3	16	-0.9	-0.9	-9	4.4	5
CCC(C)NC(=O)COC(=O)c1cc([N+](=O)[O-])ccc1Sc1nc(C)cs1 (configuration not stated)	-3	-6	-2.9	98	14	9	-1.8	-2.7	-16	3.9	10
C/C(=N\Nc1ccc(C(F)(F)F)cn1)c1ccncc1	4	-8	1.0	.	326	-2	1.3	0.8	11	0.3	-6
Cc1n[nH]c(C)c1CCC(=O)N/N=C/C=C/c1ccccc1	.	-3	-1.6	82	3	.	.	-0.3	1	3.6	.
CC(C)NC(=O)c1ccccc1-c1ccccc1	2	13	5.3	98	468*	19	-2.0	5.2	-7	3.6	10
CC(C)CNC(=O)c1cccc(C(=O)NCC(C)C)c1	-4	.	2.0	100	2	-1	-0.8	0.3	-2	1.4	4
CC(NC(=O)CNC(=O)c1ccccc1F)c1ccc(-n2ccnc2)cc1 (configuration not stated)	6	9	-1.1	95	-5	-20	-5.1	0.3	-12	-0.3	19
COc1ccc(-n2c(=O)[nH]c3cc(C(=O)NCCc4ccccc4)ccc3c2=O)cc1OC	1	4	1.1	87	0	-5	1.7	2.4	-4	0.5	-10
S=C(NCc1ccccn1)Nc1ccc(Cl)cc1	1	17	3.7	107	-25	-4	-0.2	-0.7	0	1.0	1
CN1CCN(C(=O)c2cc(COc3c(F)cccc3F)on2)CC1c1ccccc1 (configuration not stated)	0	110*	2.3	147	10	0	-1.1	-2.6	-8	4.6	6
Cc1cccc(C(=O)N2CCCC(Nc3ccc(C(C)C)cc3)C2)n1 (configuration not stated)	-1	7	3.9	99	.	4	-4.0	0.7	0	0.0	20
Cc1cccc(/C(N)=N/OC(=O)c2ccco2)c1	-5	-3	-2.4	106	4	14	0.5	-1.5	-1	2.6	-3
Cc1ccc(NC(=O)c2ccc(Cl)c(N3C(=O)CCC3=O)c2)cc1	0	1	3.2	108	-1	10	-1.6	0.7	-9	-0.2	9
O=S1(=O)CCOC[C@H](c2ccccc2)N1Cc1ccccc1F	3	-4	-3.0	101	22	2	-1.8	-3.1	-1	3.8	8
CCc1ccccc1NC(=O)C1(S(=O)(=O)c2ccc(C)cc2)CC1	3	12	1.3	.	4	16	0.6	-1.8	-3	1.9	-3
Cc1nn(-c2ccccc2)c(C)c1NC(=O)COC(=O)CCc1ccccc1	-2	2	4.6	107	272	16	0.4	0.5	4	-0.6	-1
Cc1nc([N+](=O)[O-])nn1C12CC3CC(CC(Cl)(C3)C1)C2	-1	-12	-0.7	96	21	-9	0.2	-1.2	-16	4.0	-1
Clc1ccc(Nc2ccc(Cl)nn2)cc1	.	-9	0.1	95	28	.	.	-1.6	.	4.2	.
COc1cc(O)c2c(=O)c(-c3ccc(O[C@@H]4O[C@H](CO)[C@@H](O)[C@H](O)[C@H]4O)cc3)coc2c1	0	23	.	101	-10	0	-2.7	.	2	-3.3	12
